High-throughput results deposited in PubChem BioAssay by several laboratories.
bovine MsrA act = bovine MsrA enzyme activators, primary screen, biochemical, absorbance, HTS. purified bovine MsrA, absorbance read-out. activation, % at 10.6 µM. 0.3% of 360,000 active; in the data active = activation above about 7.5%;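 also: 0% = vehicle and 100% = reference activator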
CendR NRP1 mod = modulators of CendR peptide binding to NRP-1, primary screen, biochemical, fluorescence polarization, uHTS; Neuropilin-1 (Homo sapiens), O14786; FAM-RPARPAR peptide binding to NRP-1; inhibition, % at 25 µM; 0.85% of 360,000 active; AID 602438, 2012;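 active = inhibition or corrected inhibition above about 18%, plus a signal ratio from 0.5 to 1.5, limit read from the data, passing the limit was not always enough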; also: strong numbers were not always called active
MT1-MMP act inh = blockers of MT1-MMP proenzyme processing, primary screen, HT1080 RFP-PRO-GFP cells, GFP/RFP fluorescence | Matrix metalloproteinase-14 (Homo sapiens), P50281 | GFP/RFP ratio fluorescence, overnight; percent of plate control window, DMSO zero | GFP/RFP ratio change, % at 20 µM | 0.061% of 360,000 active | AID 651647, 2012;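 active = GFP/RFP ratio change of at least 30% with cell ATP level not reduced by more than half and red fluorescence within 50% of control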; also: strong numbers were not always called active
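Assay system: RFP-PRO-GFP reporter HT1080 cells; read-out basis: GFP/RFP fluorescence ratio; benchmarks: DMSO wells and RFP-L50D-GFP cells; doses: 20 µM single dose, 1% DMSO; schedule: overnight cell settling, then overnight compound exposure, 37 °C, 5% CO2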
MsrA inhibitor = bovine MsrA enzyme inhibitors, primary screen, biochemical, absorbance, HTS. 0.75% of 360,000 active. purified bovine MsrA, absorbance read-out. inhibition, % at 15.5 µM. Methionine sulfoxide reductase A (Bos taurus); in the data active = inhibition above about 4.5%;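 also: 0% = vehicle wells with enzyme and 100% = reference inhibitor wells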
E coli Lon inh = inhibitors of E. coli Lon protease, primary screen, biochemical, fluorescence polarization; P0A9M0; purified E. coli Lon protease; inhibition, % at 7.94 µM; 0.42% of 360,000 active; AID 602123, 2011; in the data active = inhibition above about 13%, passing the limit was not always enough;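 also: 0% = enzyme with probe and DMSO and 100% = no enzyme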
Target sequence (P0A9M0 whole entry, looked up): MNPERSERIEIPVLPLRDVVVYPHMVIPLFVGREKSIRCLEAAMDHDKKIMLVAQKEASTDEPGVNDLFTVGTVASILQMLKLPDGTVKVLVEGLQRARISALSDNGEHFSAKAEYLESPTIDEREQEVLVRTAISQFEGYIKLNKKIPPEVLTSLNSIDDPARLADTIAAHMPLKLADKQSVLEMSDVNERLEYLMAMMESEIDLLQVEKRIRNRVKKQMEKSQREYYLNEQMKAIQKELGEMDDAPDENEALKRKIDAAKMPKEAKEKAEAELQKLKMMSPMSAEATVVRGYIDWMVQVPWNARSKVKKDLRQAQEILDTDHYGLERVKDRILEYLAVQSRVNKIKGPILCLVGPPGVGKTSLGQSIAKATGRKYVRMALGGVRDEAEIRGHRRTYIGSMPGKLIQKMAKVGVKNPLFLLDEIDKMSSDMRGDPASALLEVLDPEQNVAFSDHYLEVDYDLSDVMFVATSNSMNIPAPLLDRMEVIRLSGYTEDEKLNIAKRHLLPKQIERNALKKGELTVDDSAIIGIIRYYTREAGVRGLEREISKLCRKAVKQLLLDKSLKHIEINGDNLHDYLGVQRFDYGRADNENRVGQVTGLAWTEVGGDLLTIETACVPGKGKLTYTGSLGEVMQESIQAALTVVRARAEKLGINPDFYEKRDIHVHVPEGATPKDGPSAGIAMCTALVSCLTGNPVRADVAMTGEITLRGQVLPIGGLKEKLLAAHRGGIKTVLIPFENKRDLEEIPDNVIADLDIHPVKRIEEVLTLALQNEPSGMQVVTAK
Rin1 Abl inh = inhibitors of Rin1-Abl protein binding, primary screen, biochemical, TR-FRET; AID 588664, 2011; inhibition, % at 7.35 µM; 0.4% of 360,000 active; in the data active = inhibition above about 5%, passing the limit was not always enough
FAS TE block = FAS thioesterase domain inhibitors, primary screen, biochemical, fluorescence intensity, uHTS; recombinant FAS-TE, OMFH fluorogenic substrate, fluorescence endpoint; inhibition, % at 15 µM; 0.67% of 360,000 active; AID 602261, 2012;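 active = compounds whose normalised, plate-corrected inhibition of enzyme fluorescence in the single-dose primary screen is 50% or more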;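 also: 0% = DMSO with enzyme and 100% = substrate without enzyme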
Neddyl block = inhibitors of cullin neddylation, primary screen, biochemical, TR-FRET, uHTS, NAE and Ubc12 | 0.58% of 360,000 active | calls only at 25 µM; in the data active = inhibition above about 36%
SKN-1 block = suppressors of acrylamide-induced Pgst-4::GFP reporter in worms, primary screen, SKN-1 inhibitor project, whole organism, uHTS, GFP/RFP fluorescence ratio, strain VP596; C. elegans VP596 Pgst-4::GFP/RFP ratio, 24 h; inhibition, % at 21.8 µM; 0.49% of 360,000 active;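 active = interference check ratio from 0.5 to 1.5 plus GFP to RFP signal ratio inhibition reaching or exceeding a fixed threshold, cut at about 30% in these data, passing the limit was not always enough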; also: some compounds called inactive have numbers as strong as hits
Active calls of the source: *; i = inactive; nt = no result given; & = joins results of further samples.

SMILES	bovine MsrA act	CendR NRP1 mod	MT1-MMP act inh	MsrA inhibitor	E coli Lon inh	Rin1 Abl inh	FAS TE block	Neddyl block	SKN-1 block
COc1cccc(NC(=S)NC(=O)Cc2ccc(Cl)cc2)c1	-5	0	-2	-0.1	-7	1	35	i	3
Cn1nc(C(F)(F)F)c2cc(C(=O)NC3CC3)sc21	0	12	0	0.5	2	-3	-8	i	11
C=CCNC(=O)C1CCN(S(=O)(=O)c2ccc(Br)cc2)CC1	-1	6	-3	0.0	1	-1	-2	i	-9
Cc1ccc(CNC(=O)COc2cccc3c2OC(C)(C)C3)cc1	-2	-5	5	0.3	-3	3	2	i	12
Cn1c(=O)c2[nH]c(Nc3ccccc3)nc2n(C)c1=O	-2	1	-13	-0.8	1	1	-5	i	69
C/C(=C/Cc1c(O)cc2oc(C)cc(=O)c2c1O)COC1OC(CO)C(O)C(O)C1O (configuration not stated)	-5	8	9	0.2	-5	3	-10	i	11
O=C(CNc1cccc(S(=O)(=O)N2CCCC2)c1)Nc1ccc(F)cc1F	1	-2	4	0.9	-10	-3	-1	i	12
CCNC(=O)C1CCCN(Cc2ccc(OCc3ccccc3)cc2)CC1 (configuration not stated)	5	15	-3	0.1	2	3	-7	i	25
O=C(NCC(=O)N1CCc2ccccc2C1)c1ccc(Cl)cc1Cl	-1	4	5	1.9	-3	1	0	i	-5
COc1ccc(/C(C)=N/Nc2ncc(Cl)cc2Cl)c(O)c1	-1	0	2	1.0	-13	-1	18	i	10
CCCNC(=O)C1(C)CCN(Cc2noc(-c3ccccc3OC)n2)C1 (configuration not stated)	1	-2	-1	-0.4	-4	0	-4	i	6
COc1cc([C@@H]2c3cc4c(cc3[C@H](O)[C@H]3COC(=O)[C@H]23)OCO4)cc(OC)c1OC	-9	1	14	-0.6	-13	3	-4	i	-16
Cc1ccc(NS(=O)(=O)c2ccc(OCC(=O)Nc3cccc([N+](=O)[O-])c3)c(C)c2)cc1	-2	-9	2	0.4	-7	1	37	i	22
Cc1c(NC(=O)c2cc3c(=O)n4ccccc4nc3s2)c(=O)n(-c2ccccc2)n1C	-5	1	1	1.3	-6	0	0	i	1
O=c1c(N2CCOCC2)coc2ccccc12	-3	-3	2	-0.4	11	1	-13	i	2
Cc1n[nH]c(C)c1CCNC(=O)C1CCC(=O)N(CCc2cccc(F)c2)C1 (configuration not stated)	-13	8	1	0.2	7	3	-6	i	-12
C[C@H](CO)N1C[C@H](C)[C@@H](CN(C)C(=O)Nc2ccc(C(F)(F)F)cc2)Oc2c(NC(=O)Cc3ccccc3)cccc2C1=O	-4	-1	0	-1.1	-2	4	17	i	-8
O=C(Nc1ccc2c(c1)OCCO2)C1C(=O)Nc2ccccc2C(=O)N1C1CCCCC1 (configuration not stated)	nt	21*	-1	-0.8	nt	nt	nt	i	-1
O=C(O)CSCCOc1ccc(OCCSCC(=O)O)cc1	-4	-7	-1	-0.5	-13	3	-11	i	2
O=C(c1ccccc1)c1cccc2ccccc12	-1	9	-4	0.1	-9	-45	15	i	12
COc1cc2c(cc1OC)CN(C(=S)NC(=O)c1ccccc1)CC2	-4	3	6	0.3	0	-1	-1	i	-9
CCC(CC)C(=O)Nc1ccc(C(=O)Nc2cc(C)on2)cc1	0	2	-2	-0.1	-13	1	3	i	-2
Cc1cc(C)cc(OCC(=O)OCC(=O)N2CC(=O)Nc3ccccc32)c1	-2	-12	-3	-0.5	-2	0	6	i	1
O=c1c2sccc2nc(SCc2cc(=O)n3ccccc3n2)n1-c1ccc(Br)cc1	-4	-12	-15	1.1	0	-2	36	i	-10
CC(NC(=O)CSc1nc2ccccc2c(=O)[nH]1)c1ccccc1 (configuration not stated)	-2	1	4	0.3	-2	-3	-6	i	25
O=C(NC(=O)c1ccccc1)NC(=O)c1ccccc1	-3	12	1	-0.6	5	-2	-2	i	-1
COc1ccc(NC(=O)CCN2C(=O)c3ccccc3S2(=O)=O)cc1	-9	8	0	1.4	1	-1	-5	i	-2
O=C(c1cn(CC2CCCCC2)nn1)N1CCN(c2ccc(F)cc2)CC1	1	-9	-2	-0.6	-4	-3	6	i	13
O=C(Nc1cccc2ccccc12)c1cc2c(cc1Br)OCO2	-4	-2	-1	-0.2	3	0	2	i	-12
C[C@H](NC(=O)C1CCN(S(=O)(=O)c2ccccc2)CC1)C(=O)NCc1cccc(Cl)c1	-3	-5	5	0.8	2	-3	6	i	11
CCN(CC)c1nc2ccccc2[nH]1	-1	10	4	0.7	-1	1	-10	i	35
CC(C)(C)OC(=O)N[C@H](/C=C/c1ccccc1)C(=O)OC(C)(C)C	2	14	-2	0.6	7	5	16	i	4
O=C1CN(C(=O)c2ccco2)C(c2ccc(F)cc2)c2cc(Cl)ccc2N1 (configuration not stated)	-1	-14	-8	0.5	-2	2	3	i	13
N#Cc1ccccc1S(=O)(=O)N1CCC(C(=O)NCc2ccccc2CN2CCCC2)CC1	-11	6	3	0.5	-2	3	-2	i	-6
COc1ccc(N(C(=O)c2ccncc2)S(=O)(=O)c2ccc(Cl)cc2)cc1	0	4	1	nt	2	3	19	i	-14
CCOCCCNC(=O)c1ccc(N2CC3CC(C2)c2cccc(=O)n2C3)c(NC(=O)Nc2cccc(OC)c2)c1 (configuration not stated)	-9	7	1	0.0	7	0	-3	i	14
CCCCN(C(=O)CCCSc1nc2ccccc2[nH]1)c1c(N)n(Cc2ccccc2)c(=O)[nH]c1=O	-3	-7	-3	0.7	-7	3	-2	i	-3
O=C(O)CS(=O)(=O)CC(=O)NCc1cccc(C(F)(F)F)c1	-4	-7	1	-0.3	-2	-1	-7	i	-2
COc1ccc(CCC(=O)O)c(O)c1	-11	-8	2	-0.1	1	2	-8	i	6
CCCCCCCCN1[C@@H](CC(=O)OC)c2cc(F)ccc2S1(=O)=O	2	19	4	0.6	-6	1	32	i	4
O=S(=O)(NCCOC12CC3CC(CC(C3)C1)C2)c1cccc2nsnc12	-5	5	4	0.5	-7	-3	12	i	4
O=[N+]([O-])c1cc(-c2nnc(Nc3ccccc3)c3ccccc23)ccc1N1CCOCC1	-12	2	6	0.8	-10	-1	63*	i	-2
Cc1cccn2c(CN3CCCC(c4ccccc4)C3)c(C(=O)N3CCOCC3)nc12 (configuration not stated)	-6	-11	0	-0.6	19	3	-2	i	-4
COC(=O)[C@H]1C[C@H](OC(=O)Nc2c(C)noc2C)[C@@]2(O)CN(S(=O)(=O)c3ccc(C)cc3)CC2[C@H]1C(=O)OC (some centres not stated)	-2	-2	1	0.1	-12	0	-7	i	-4
CC(=O)c1cccc(NC(=O)C2CC(=O)N(CCc3ccccc3)C2)c1 (configuration not stated)	-3	6	0	1.8	2	1	-8	i	-14
CC(C)(C)OC(=O)N/N=C/c1cn(-c2ccccc2)nc1-c1cccnc1	-4	6	0	-0.4	-4	0	-1	i	1
Cc1c(C)n(C(=O)CSc2nccn2C)c2ccccc12	-2	-1	0	0.6	-2	1	-5	i	-9
COc1ccc(NC(=O)CNCc2cccs2)c(OC)c1	2	-13	1	-1.0	-7	3	-7	i	4

Structural class: those above with a thiophene ring, fused or not
SMILES	bovine MsrA act	CendR NRP1 mod	MT1-MMP act inh	MsrA inhibitor	E coli Lon inh	Rin1 Abl inh	FAS TE block	Neddyl block	SKN-1 block
Cn1nc(C(F)(F)F)c2cc(C(=O)NC3CC3)sc21	0	12	0	0.5	2	-3	-8	i	11
Cc1c(NC(=O)c2cc3c(=O)n4ccccc4nc3s2)c(=O)n(-c2ccccc2)n1C	-5	1	1	1.3	-6	0	0	i	1
O=c1c2sccc2nc(SCc2cc(=O)n3ccccc3n2)n1-c1ccc(Br)cc1	-4	-12	-15	1.1	0	-2	36	i	-10
COc1ccc(NC(=O)CNCc2cccs2)c(OC)c1	2	-13	1	-1.0	-7	3	-7	i	4

(list continues)
SMILES	bovine MsrA act	CendR NRP1 mod	MT1-MMP act inh	MsrA inhibitor	E coli Lon inh	Rin1 Abl inh	FAS TE block	Neddyl block	SKN-1 block
CCN(CC)C(=O)CSc1nc2sc3c(c2c(=O)n1-c1ccc(C)cc1)CC(C)(C)SC3	-10	-1	-9	1.2	0	2	13	i	8
Cc1cc(C(F)(F)F)n(-c2nc(C(=O)NN)cs2)n1	0	-8	3	0.9	-1	0	-2	i	-10
Cc1ccc(N(C(=O)c2ccc(S(=O)(=O)N3CCOCC3)cc2)C2C=CS(=O)(=O)C2)cc1 (configuration not stated)	-8	14	-1	-1.3	-4	1	-10	i	-16
CCOc1ccc2nc(Cl)c(C3CC(c4ccco4)=NN3S(C)(=O)=O)cc2c1 (configuration not stated)	-1	-14	6	0.1	-6	-4	2	i	-7
OCCNCc1cccc(Br)c1	-2	12	11	0.7	3	0	-4	i	7
C/C(CC(=O)Nc1cccc(Cl)c1)=N\NC(=O)Cc1ccc(Cl)cc1	-13	-6	nt	-0.2	1	4	5	i	8
Cc1ccc(-n2c(NN)nc3ccccc3c2=O)c(C)c1	-7	-8	-2	0.7	8	-3	-12	i	9
COCc1cc(=O)[nH]c(N2CCN(c3ccccc3OC)CC2)n1	-2	0	-1	0.4	-2	-3	-5	i	-11
CCOCCCNC(=O)C1c2ccccc2Oc2ccccc21	-2	-9	-6	0.3	-4	0	-3	i	14
COc1ccccc1N1CCN(C(=O)c2sc3ncn(CC(=O)N4CCC(C)CC4)c(=O)c3c2C)CC1	0	-4	3	-0.1	-2	-5	-1	i	-12
CC1CCCN(Cc2c(O)ccc3c(=O)c(-c4ccc(Cl)cc4)coc23)C1 (configuration not stated)	-3	9	-6	1.1	-5	2	-5	nt	1
CC(C)C[C@H]1CN([C@@H](CC(C)C)CN2CCC[C@@H]2CN2C(=O)C(=O)NC[C@@H]2Cc2ccccc2)C(=O)C(=O)N1CC1CCCCC1	-4	-10	0	-1.1	-3	0	1	i	-6
COC(=O)C1=C(Nc2ccc(C)cc2)C=C(C)C(C(=O)OC)C1c1ccc(F)cc1 (configuration not stated)	-4	-7	-9	2.0	8	-2	28	i	7
CC(C)N(C(=O)COC(=O)c1ccc([N+](=O)[O-])cc1)c1ccccc1	1	15	-5	1.4	-5	-1	13	i	-3
O=C(NCc1ccc2c(c1)OCO2)c1ccc(CSCc2cccc(Cl)c2)o1	-3	-8	5	-1.2	6	2	17	i	7
COc1ccccc1N1CCN(CC(=O)Nc2ccccc2C(=O)NC(C)c2ccccc2)CC1 (configuration not stated)	2	20	2	-0.4	-9	5	14	i	0
CC(C)C1NC(C(=O)O)Cc2c1[nH]c1ccccc21 (configuration not stated)	-1	6	-3	2.3	1	-3	-2	nt	22
CC1CN(C(=O)c2ccc(COc3ccc(C(C)C)cc3)o2)CC(C)O1 (configuration not stated)	-2	-4	-1	1.9	0	-1	8	i	5
COc1cccc(NC(=O)C2CCN(C(=O)[C@@H]3Cc4ccccc4CN3)CC2)c1	-2	3	2	-0.4	-17	-1	-4	i	4
CSc1nc2c(c(=O)[nH]c(=O)n2C)n1C/C=C(\C)Cl	-6	-5	9	1.4	-8	6	-2	i	-1
Nc1ccc(C(=O)O)c(O)c1	1&1&-4	-2&-14&6	-1&3&0	2.8&-1.6&-1.0	6&1&-4	0&-4&-3	-5&-1&-4	i	-9&24&-21
O=S(=O)(N/N=C\C=C\c1ccccc1)c1ccc(Cl)cc1	-4	3	5	4.3	-5	-4	1	i	19
Cc1nn(-c2ccccc2)c(C)c1NC(=O)COC(=O)c1cccc(OC(F)F)c1	-2	6	1	0.3	-6	3	-4	i	4
